# Efa HMGR inh = inhibitors of E. faecalis class II HMGR, primary screen, biochemical, Enterococcus faecalis; HMG-CoA reductase (Enterococcus faecalis, mvaE); purified E. faecalis HMGR, NADPH absorbance 340 nm kinetic; inhibition, % at 10 µM; 0.41% of 190,000 active; AID 1066, 2008;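 active means inhibition above a set limit, the median over all tested compounds plus 3 SD, cut at about 9.5% in these data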;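 further: enzyme runs in reverse so mevalonate oxidation gives rising NADPH absorbance; 0% = complete reaction with DMSO and 100% = background rate lacking mevalonate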
# TNAP inh noacc = human TNAP enzyme inhibitors, primary screen, biochemical, luminescent, no phosphate acceptor, uHTS | Alkaline phosphatase, tissue-nonspecific isozyme (Homo sapiens), P05186 | purified TNAP, CDP-star luminescence, 30 min | inhibition, % at 20 µM | 0.26% of 200,000 active;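 active means tissue-nonspecific alkaline phosphatase inhibition above about 50% at 20 µM in the single-dose screen, limit read from the data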;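 further: 0% = DMSO negative control and 100% = EDTA positive control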
# Target sequence (P05186 whole entry, looked up): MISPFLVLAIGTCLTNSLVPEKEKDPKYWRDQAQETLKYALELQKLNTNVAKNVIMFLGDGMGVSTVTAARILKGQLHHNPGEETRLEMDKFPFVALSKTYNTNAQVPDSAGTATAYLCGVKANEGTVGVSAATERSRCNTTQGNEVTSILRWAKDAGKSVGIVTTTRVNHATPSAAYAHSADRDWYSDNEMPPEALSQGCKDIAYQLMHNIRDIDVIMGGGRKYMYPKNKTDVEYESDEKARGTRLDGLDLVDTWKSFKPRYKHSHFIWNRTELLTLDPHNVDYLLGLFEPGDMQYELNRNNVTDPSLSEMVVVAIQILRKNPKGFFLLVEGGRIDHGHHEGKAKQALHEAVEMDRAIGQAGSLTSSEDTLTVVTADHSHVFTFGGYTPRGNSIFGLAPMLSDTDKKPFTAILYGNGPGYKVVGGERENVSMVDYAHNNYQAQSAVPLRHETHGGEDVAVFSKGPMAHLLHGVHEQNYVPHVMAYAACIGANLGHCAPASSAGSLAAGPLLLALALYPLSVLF
# TNAP inh hi DEA = human TNAP enzyme inhibitors, primary screen, biochemical, luminescent, high phosphate acceptor level, uHTS; AID 1135, 2008; purified TNAP, CDP-star luminescence, 1 M DEA; Alkaline phosphatase, tissue-nonspecific isozyme (Homo sapiens), P05186; inhibition, % at 20 µM; 0.03% of 200,000 active;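 active means over 50% inhibition of tissue-nonspecific alkaline phosphatase at 20 µM in the single-dose screen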;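 further: plate controls were DMSO wells for no effect and EDTA-quenched wells as full inhibition for full effect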
# FLuc act counter = FLuc activators, initial screening, artefact control for FLuc-dependent activation tests, biochemical, ATPlite luminescence; Luciferin 4-monooxygenase (Photinus pyralis), P08659; ATPlite luciferase biochemical, 10 min; 0 = ATP-free wells, 1 = DMSO control; activation factor at 10 µM; 200,000 tested, under 10 active;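 active means luciferase activation factor, scaled between plate controls, of at least 2 with compound at 10 µM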
# Target sequence (P08659 whole entry, looked up): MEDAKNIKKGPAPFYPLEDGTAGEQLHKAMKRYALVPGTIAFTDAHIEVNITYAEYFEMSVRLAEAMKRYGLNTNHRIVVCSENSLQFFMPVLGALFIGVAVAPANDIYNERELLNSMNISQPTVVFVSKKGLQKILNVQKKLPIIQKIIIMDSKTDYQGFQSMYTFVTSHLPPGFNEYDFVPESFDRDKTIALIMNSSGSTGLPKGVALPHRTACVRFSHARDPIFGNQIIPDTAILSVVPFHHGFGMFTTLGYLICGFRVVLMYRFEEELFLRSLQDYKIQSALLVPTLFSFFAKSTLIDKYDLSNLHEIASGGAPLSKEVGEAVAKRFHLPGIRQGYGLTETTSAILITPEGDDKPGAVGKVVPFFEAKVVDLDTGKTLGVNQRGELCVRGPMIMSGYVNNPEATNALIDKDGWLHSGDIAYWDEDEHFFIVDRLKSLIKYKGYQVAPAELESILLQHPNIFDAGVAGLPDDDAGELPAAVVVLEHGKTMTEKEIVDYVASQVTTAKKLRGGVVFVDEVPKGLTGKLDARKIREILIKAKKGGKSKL
#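 assay system = Luciferase/luciferin detection reagent, cell-free biochemical luciferase assay | also added = ATP substrate | times = 10 min post-reagent at room temperature | measured by = luminescence from luciferase reaction | measure = luciferase activation, seen as luminescence increase over controls | benchmarks = low control with PBS replacing ATP, high control enzyme plus ATP without compound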
# PMI act = activators of human PMI, primary screen, biochemical, fluorescence intensity, near-Km mannose 6-phosphate; Mannose-6-phosphate isomerase (Homo sapiens), P34949; purified human PMI, coupled resazurin fluorescence, 20 min; hits give high values; 1 = vehicle control, 0 substrate-free wells; activation factor at 20 µM; 0.005% of 190,000 active; AID 1214, 2008;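 active means activation factor of 2 or more at 20 µM, relative to plate controls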
# Diaph inh CS = diaphorase inhibitors and chemical oxidizers, primary screen, counter-screen for diaphorase-coupled primary assays, biochemical, uHTS, resorufin fluorescence; diaphorase resazurin-to-resorufin fluorescence, NADH, 16 min; bacterial (C. kluyveri) enzyme, not human; inhibition, % at 20 µM; 0.69% of 190,000 active; AID 1217, 2008;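 active means primary screen inhibition at 20 µM above a set limit, cut at about 50% in these data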;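 further: plate controls were DMSO with full reaction for no effect and wells lacking NADH for full effect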
#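 Detection: fluorescence of resorufin formed from resazurin, Ex 544/Em 590 nm; test system: Clostridium kluyveri diaphorase enzyme; amount: 0.14 U/mL diaphorase, enzyme working solution; times: 16-min room-temperature incubation before reading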
# TNAP act hiacc = TNAP activators at high phosphate acceptor level, primary screen, biochemical, luminescence, uHTS. Alkaline phosphatase, tissue-nonspecific isozyme (Homo sapiens), P05186. purified TNAP, CDP-star luminescence, 1 M DEA, 30 min; hits give high values; 0 = EDTA background, 1 = DMSO-only activity. activation factor at 20 µM. 200,000 tested, under 10 active. AID 1136, 2008;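 active means activation factor at least 2 at 20 µM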
#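 Test system – human TNAP · Doses – 20 µM single point · Incubation – 30 min, room temperature · Signal – luminescent substrate turnover signal · Read-out basis – activation factor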
# PMI act satM6P = human PMI activators, high substrate, primary screen, biochemical, fluorescence intensity, near-saturating mannose 6-phosphate; AID 1216, 2008; 0.34% of 190,000 active; activation factor at 20 µM; coupled PMI enzyme assay, resazurin fluorescence, 20 min; hits give high values; 1 = untreated enzyme, 0 = substrate-free blank; Mannose-6-phosphate isomerase (Homo sapiens), P34949;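 active means activation factor of 2 or more at 20 µM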
#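 Test system: human phosphomannose isomerase with PGI, G6PDH, diaphorase coupling enzymes / Doses: 20 µM compound, 1% DMSO / Times: enzyme reaction with compound 20 min at room temperature / Measured by: Diaphorase-driven resazurin-to-resorufin fluorescence, excitation 544, emission 590 nm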
# G6PDH CS = L. mesenteroides G6PDH inhibitors, counter-screen for G6PDH-coupled screening assays, biochemical, Leuconostoc mesenteroides enzyme; glucose-6-phosphate dehydrogenase [Leuconostoc mesenteroides]; Purified L. mesenteroides G6PDH, diaphorase/resazurin coupled fluorescence, 45 min; 0.12% of 200,000 active; inhibition, % at 5 µM; in the data active means inhibition above about 50%
# Diaphorase act = compounds boosting diaphorase resazurin reduction – biochemical, uHTS, resorufin fluorescence, counter-screen for diaphorase-coupled primary assays, primary screen | Diaphorase/resazurin coupled assay, 16 min; hits give high values; 1 = vehicle wells, 0 = NADH-free wells | 0.005% of 190,000 active | AID 1229, 2008 | activation factor at 20 µM;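 active means diaphorase activity raised at least twofold by the compound at 20 µM; inactive means activation factor below 2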
#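 Material: Clostridium kluyveri diaphorase, purified enzyme; Quantity: enzyme 0.07 U/mL final; Medium: HEPES pH 7.4 buffer with MgCl2 and Tween 20; Dosing: single compound dose of 20 µM, 1% DMSO final; Schedule: 16 min reaction at room temperature; Measured by: red resorufin fluorescence at 544/590 nm excitation/emission.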
# * = called active by the depositor.
# Order of results: Efa HMGR inh, TNAP inh noacc, TNAP inh hi DEA, FLuc act counter, PMI act, Diaph inh CS, TNAP act hiacc, PMI act satM6P, G6PDH CS, Diaphorase act
[1] CCCn1nc(Oc2nc(NCC)nc(NCC)n2)ccc1=O
    -2, -11, -7, 1.1, 1, 10, 1.1, 1, 5, 0.9
[2] Cc1cccc(N2CCN(C(=O)CN3CCOc4ccccc43)CC2C)c1 (stereo not drawn)
    -2, -17, -5, 1.1, 1, 10, 1, 1, -3, 0.9
[3] CC(C)C(=O)N1CCC(c2nc(-c3ccc(S(=O)(=O)N4CCCC4)cc3)no2)CC1
    2, -3, -2, 1, 1.1, -9, 1, 1, 5, 1.1
[4] O=C(/C=C/c1cccc([N+](=O)[O-])c1)NCCSCc1ccc(Cl)cc1
    1, -4, -1, 1.1, 0.9, 8, 1, 1, 6, 0.9
[5] O=C(C1CCN(S(=O)(=O)N2CCC3(CC2)OCCO3)CC1)N1CCc2ccccc2C1
    -5, -21, -6, 1.1, 1, 14, 1.1, 0.9, 2, 0.9
[6] C=CCOC(=O)C(C#N)c1nc2ccccc2nc1N1CCN(c2ccccc2OCC)CC1 (stereo not drawn)
    -3, -3, 2, 1.1, 0.9, 12, 1, 1, -17, 0.9
[7] O=C(CSc1nnc(CNC(=O)c2ccccc2F)o1)NCCc1ccccc1
    0, -6, -2, 1.1, 0.8, 17, 1, 0.9, -2, 0.8
[8] CCN(CC)Cc1c(O)c(Cl)cc2c(C)c(C)c(=O)oc12
    1, -15, -4, 1.1, 0.9, 18, 1, 1, 1, 0.8
[9] CCOC(=O)N1CCC(n2c(SCC(=O)N3CCC(C)CC3)nc3ccccc3c2=O)CC1
    -5, -3, 2, 1, 1, 20, 1, 1, 1, 0.8
[10] CCOC(=O)N1CCC(=NNS(=O)(=O)c2cccc([N+](=O)[O-])c2)CC1
    -6, -10, -10, 1, 1.7, -2, 1.1, 2.1*, 6, 1
[11] O=C(N/N=C/c1cccs1)c1cc(-c2cccc3ccccc23)n[nH]1
    1, 0, 4, 1, 0.9, 25, 1, 0.9, -64, 0.8
[12] COc1ccccc1N1CCN(C(c2cc3ccc(C)cc3[nH]c2=O)c2nnnn2C2CCCC2)CC1 (stereo not drawn)
    -7, 13, -1, 1.1, 1.1, 29, 1, 0.7, 18, 0.7
[13] O=C(NCc1ccc2c(c1)OCO2)C1COc2ccccc2O1 (stereo not drawn)
    1, -12, -6, 1, 0.9, 18, 1.1, 0.9, 8, 0.8
[14] COc1cccc(CNC(=O)C(=O)NCC(c2ccco2)N2CCOCC2)c1 (stereo not drawn)
    -6, -23, -7, 1, 1.1, -8, 1.1, 1.1, 18, 1.1
[15] O=C(Nc1nnc(-c2ccncc2)o1)c1ccc(Br)s1
    -6, -17, -3, 1, 1.2, -2, 1, 1.2, 4, 1
[16] O=C1N(Nc2ccccc2)C(c2ccc(Br)cc2)C12CCCC2 (stereo not drawn)
    0, -12, -5, 1.1, 1, 8, 1.1, 1, 3, 0.9
[17] COc1cc(/C=N/NC(=O)C(=O)N2CCCC2)ccc1O
    3, -11, -3, 1.1, 0.9, 14, 1, 0.9, -4, 0.9
[18] CC(C)c1c(O)cc(-c2ccncc2)n(-c2ccc(Cl)cc2)c1=O
    5, -10, -6, 1, 0.9, 13, 1.1, 0.9, 14, 0.9
[19] COC(=O)c1ccc(-n2c(C)nc(=O)c(-c3ccccc3)c2C)cc1
    4, -5, -1, 1, 1, 3, 1, 0.9, 3, 1
[20] CCOC(=O)CCSc1nc(C)cc(C(F)(F)F)c1C#N
    -4, -13, -6, 1.1, 0.9, 13, 1.1, 0.9, -2, 0.9
[21] O=C(O)CCc1ccc(-c2cccs2)n1NC(=O)c1ccc(Cl)cc1
    -5, -7, 1, 1, 0.9, 6, 1, 1, 4, 0.9
[22] O=C(NC1CCCC1)C(c1ccncc1)N(Cc1cccs1)C(=O)c1csnn1 (stereo not drawn)
    1, -2, 1, 1.1, 0.9, 14, 1, 0.8, 14, 0.9
[23] O=C(COc1ccccc1)Nn1cnc2ccccc21
    0, -2, -3, 1.1, 1, 27, 1, 1, 6, 0.7
[24] CCC1=NC(c2ccccc2)N(O)C1(C)C (stereo not drawn)
    -3, -13, -2, 1, 1.2, 4, 1, 1.3, 5, 1
[25] c1ccc(C2=Nc3ccccc3NC(c3ccccc3)C2)cc1 (stereo not drawn)
    0, -1, 6, 1, 1, 15, 0.9, 1, -4, 0.8
[26] COc1ccc(/C=N/NC(=O)c2cc(=O)[nH]c3ccccc23)cc1OC
    -2, -2, -3, 1, 1, -14, 1, 1, 4, 1.1
[27] O=C(CCNS(=O)(=O)c1cccc2nonc12)NC1CCCCCC1
    -6, -10, 2, 1, 1, 6, 1, 1, 3, 0.9
[28] COc1ccc(S(=O)(=O)Nc2ccc3c(c2)n(C)c(=O)n3C)cc1
    0, -14, -5, 1.1, 1, -1, 1, 1, -2, 1
[29] COc1ccc(C(=O)C2CCCN(Cc3cccn3-c3ccccn3)C2)cc1F (stereo not drawn)
    -3, -9, -6, 1, 1.1, -7, 1.1, 1.1, 6, 1.1
[30] Cc1ccccc1NC(=O)CN1C(=O)NC2(CCCCC2)C1=O
    -4, -11, -4, 1.1, 0.9, 18, 1, 1, 0, 0.8
[31] CSc1ccccc1NC(=O)CN(C)C(=O)c1cccc(S(=O)(=O)N(C)C)c1
    -10, -2, -4, 1.1, 1.1, -2, 1, 1, 11, 1
[32] COc1ccc(/C=N/NC(=O)CSCc2ccc([N+](=O)[O-])cc2)cc1OC
    -4, -3, 3, 1, 1.3, 8, 1, 1.2, 0, 0.9
[33] CCN1CCN(CC(O)COCc2cc(OC)c(OC)c(OC)c2)CC1 (stereo not drawn)
    -1, -2, -2, 1.1, 1, 16, 1, 1, 4, 0.8
[34] O=C(COc1ccccc1)NNC(=O)COc1ccc([N+](=O)[O-])cc1
    6, -87, -2, 1.1, 1.1, 4, 1, 1.1, 3, 1
[35] COc1ccc(C(C)=O)cc1CSc1nc2cc(C(=O)O)ccc2c(=O)n1Cc1ccccc1
    -2, -7, -6, 1.1, 1, 24, 1.1, 0.9, 13, 0.8
[36] CCOC(=O)C1=Nc2ccccc2C1=[N+]=[N-]
    -11, -19, -7, 1.1, 1.1, 26, 1.1, 1.4, -12, 0.7
[37] CC(C)CCNC(=O)CCCC1=NS(=O)(=O)c2ccccc2N1
    3, -8, 0, 1, 1, 4, 1, 1, -3, 1
[38] CCOc1ccc2nc(NC(=O)CSc3nc4ccccc4c(=O)n3Cc3ccco3)sc2c1
    -6, -5, -2, 1.1, 0.8, 18, 1, 0.8, -44, 0.8
[39] COc1cccc(/C(O)=C2/C(=O)C(=O)N(CCN(C)C)C2c2ccccn2)c1 (stereo not drawn)
    -1, -1, 0, 1, 1.3, 27, 1, 1.4, 3, 0.7
[40] O=C(CCN1C(=O)COc2ccccc21)NCc1ccco1
    -8, -5, -10, 1.1, 1.1, -15, 1.1, 1.2, 5, 1.2
[41] O=C(O)C1CCCN1S(=O)(=O)c1ccc2c(c1)CCC2 (stereo not drawn)
    1, -18, -8, 1.1, 1.1, 12, 1.1, 1, 2, 0.9
[42] COc1ccc(C(=O)Cn2c(NCCO)nc3ccccc32)cc1
    -3, -2, -1, 1, 1.1, 2, 1, 1, 8, 1
[43] O=C(NCC(O)c1ccccc1)c1cccc(S(=O)(=O)N2CCOCC2)c1 (stereo not drawn)
    1, -10, 0, 1.1, 0.9, 5, 1, 1, -1, 0.9
[44] O=C(CCS(=O)(=O)Cc1ccccc1)N1CCN(c2ccc([N+](=O)[O-])cc2)CC1
    -5, 0, 4, 1.1, 0.9, 28, 1, 0.8, 6, 0.7
[45] CCc1ccc(NS(=O)(=O)c2ccc3[nH]cc(C(=O)N4CCCCC4)c(=O)c3c2)cc1
    -6, -9, -2, 1, 0.8, 11, 1, 0.9, 12, 0.9
[46] OCC1CCN(Cc2nc(Cc3ccccc3Cl)no2)CC1
    -7, -9, -7, 1, 0.9, 13, 1.1, 1, 9, 0.9
[47] CCOc1nc(NCCO)nc(NCCC2=CCCCC2)n1
    0, -10, -5, 1.1, 0.9, 19, 1.1, 0.9, 1, 0.8
[48] CC1CCCC(NS(=O)(=O)c2ccc3c(c2)OCCO3)C1C (stereo not drawn)
    2, -11, -6, 1, 0.9, 15, 1.1, 1, 7, 0.9
[49] Cc1ccccc1NC(=S)NC(NC(=O)N(C)C)C(Cl)(Cl)Cl (stereo not drawn)
    1, 1, -1, 1.1, 1, 1, 1, 1, 12, 1
[50] Cc1cccc(CC2CC(=O)N(C3CCCCC3)C2=O)c1 (stereo not drawn)
    0, -2, 2, 1, 0.8, 12, 1, 0.8, 6, 0.9
[51] O=C(COC(=O)c1cccc2ccccc12)NCC1CCCO1 (stereo not drawn)
    -8, -7, -3, 1, 1.1, 1, 1, 1.1, 5, 1
[52] COc1ccc(N2CCN(C(=O)c3cc(=O)[nH]c4ccccc34)CC2)cc1
    -5, -11, -6, 1.1, 1.1, 0, 1.1, 1, 6, 1
[53] Cc1cc(C(=O)N2CC(C)CC(C)C2)n(-c2ccccc2)n1 (stereo not drawn)
    0, -12, -1, 1.1, 0.9, 6, 1, 0.9, -12, 0.9
[54] COc1ccc(CCNC(=O)CSc2nc(-c3ccc(OC)c(OC)c3)ccc2C#N)cc1
    5, 9, 0, 1, 0.8, 9, 1, 0.9, -12, 0.9
[55] COc1cc(/C=N/n2c(SC)nnc(C(C)(C)C)c2=O)ccc1O
    -4, -9, 2, 1.1, 1, 5, 1, 1, 18, 0.9
[56] Cc1cc(=O)[nH]c(SCCOc2cccc(C(F)(F)F)c2)n1
    -1, -7, 0, 1, 0.9, 14, 1, 0.9, 6, 0.9

# Screens: PubChem, several laboratories
